TRPV1 ag: agonists of human vanilloid receptor 1 (TRPV1); hit rate 0.19% among 320,000; AID 540275; Q8NER1; TRPV1-expressing cells, Fluo-8 calcium influx, agonist mode; activation, % at 8.33 µM; in the data active = activation above about 80%; inconclusive = between about 30% and that limit; note: 0% is about no effect
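TRPV1-expressing cells were cultured overnight at 35.5C and loaded with Fluo-8 calcium dye for 40 to 90 min at room temperature. After a 10 s baseline, compound was added and calcium influx was read kinetically for 3 min (ex 480/em 520 nm).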
MLL CXXC-DNA inh: blocks binding of human MLL CXXC domain to DNA | Q03164 | MLL-CXXC / FITC-HOXA9 DNA fluorescence polarization | Potency, µM (doses to about 115 µM), for the others: at the highest dose activity change, negative = inhibition, usual class: inhibitors | hit rate 0.037% among 290,000 | AID 2662; active = well fitted inhibition curve with a large enough effect in the polarisation, with a control signal flat, not every such curve was filed as active; inconclusive = small, poorly fitted or top-dose-only effect, or effect the other way, or a change in a side signal; inactive = no such curve, though single readings can be large or run the other way; the % refers to the polarisation; note: potency is the fitted concentration of half-maximal effect
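Fluorescence polarization: 7 uM MLL-CXXC (stock) preincubated 5 min with compounds, then 50 nM fluorescein-HOX-A9 DNA (stock) added; 30 min ambient. Buffer 50 mM Tris-HCl pH 7.5, 50 mM NaCl, 1 mM DTT, 0.05% BSA.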
Menin MLL FP TR: inhibitors of human menin-MLL interaction, mutant MLL peptide. hit rate 0.23% among 270,000. O00255. Menin + Texas Red MLL mutant peptide, fluorescence polarization. Potency, µM (top dose mostly 61.6 µM), for inactives: top-dose FP activity change, negative = inhibition, usual class: inhibitors; active = well fitted inhibition curve with a large enough effect in the polarisation, with a control signal flat, not every such curve was filed as active; inconclusive = small, poorly fitted or top-dose-only effect, or effect the other way, or a change in a side signal; inactive = no such curve, though single readings can be large or run the other way; the % refers to the polarisation; note: potency is the fitted concentration of half-maximal effect; % of control where 0% means no effect; many of its hits are not listed in these tables
GALK inhibitor: galactokinase (human) inhibition. P51570. Purified GALK, Kinase-Glo residual ATP luminescence. Potency, µM (highest dose often 57.5 µM), inactives show at the top dose activity change, negative = inhibition, hits mostly inhibitors. hit rate 0.007% among 270,000; note: potency is the fitted concentration of half-maximal effect; % is set by controls: 0 for no effect and ±100 for the full control effect
Target sequence (P51570 whole entry, looked up): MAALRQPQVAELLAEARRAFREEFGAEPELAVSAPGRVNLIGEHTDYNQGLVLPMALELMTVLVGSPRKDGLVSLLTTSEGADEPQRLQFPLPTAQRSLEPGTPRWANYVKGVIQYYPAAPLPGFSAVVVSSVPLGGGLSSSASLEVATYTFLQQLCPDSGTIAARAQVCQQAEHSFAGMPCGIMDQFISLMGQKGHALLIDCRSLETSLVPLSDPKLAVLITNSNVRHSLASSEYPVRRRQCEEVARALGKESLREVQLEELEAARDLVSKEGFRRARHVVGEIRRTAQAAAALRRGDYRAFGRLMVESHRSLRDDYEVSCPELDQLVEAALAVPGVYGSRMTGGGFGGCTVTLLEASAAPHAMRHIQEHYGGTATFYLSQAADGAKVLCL
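Galactose (100 uM) and ATP (35 uM) were turned over by 5 nM GALK for 1 h at RT. Kinase-Glo Plus then converted the remaining ATP into a luminescent signal.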
FBPA coupling cs: coupling enzyme interference in Giardia aldolase counter-screen; AID 2472; activity change, negative = inhibition, % at 58.2 µM, hits read low; hit rate 0.67% among 290,000; coupling enzyme system counterscreen, AmpLite Red fluorescence; in the data active = activity change below about -30%; note: % is set by controls: 0 for no effect and ±100 for the full control effect
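Activity here indicates interference with the coupling reaction, not aldolase inhibition. Compounds at 57.5 uM final met coupling enzymes for 10 min at RT; substrate and AmpLite Red detection followed, with a 525/598 nm fluorescence read after 20 min.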
KCNH2 WT inh: blocks the wildtype human KCNH2 potassium channel | Q12809 | U2OS, BacMam KCNH2, thallium flux FluxOr; stronger effect = lower value | activity change, % at 1.84 µM | hit rate 0.37% among 340,000 | AID 720551;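 active = maximum activity change below -70%; inconclusive = maximum activity change between -70% and -50%; inactive = maximum activity change above -50%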; note: % is set by controls: 0 for no effect and ±100 for the full control effect
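U2OS cells were transduced with wild-type KCNH2 virus (2.03 x 10^8 / mL) for 4 h at room temperature, then cultured overnight at 37 C. Thallium flux was read with FluxOr dye. Rate constants were normalized to DMSO controls.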
PKM2 act: increases activity of human pyruvate kinase M2; P14618; purified PKM2, Kinase-Glo ATP luminescence, activation; response scale: 0% is enzyme alone, no compound; Potency, µM (top dose mostly 57.5 µM), for inactives: at the highest dose activation, hits mostly activators; hit rate 0.34% among 260,000; AID 1631; note: potency is the fitted concentration of half-maximal effect; % is set by controls: 0 for no effect and ±100 for the full control effect; nearly all actives have a fitted effect of over 55% in size
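Kinase-Glo luminescence reports ATP generated from ADP (0.1 mM) and PEP (0.5 mM) by purified hPK-M2 after 1 h at room temperature, pH 7.2 imidazole buffer; intermediate enzyme activity allows detecting inhibitors and activators.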
B2AR arrestin: agonists driving beta-arrestin recruitment to human beta2-adrenergic receptor | AID 492947 | hit rate 0.02% among 330,000 | Potency, µM (doses to about 46.1 µM), inactives show top-dose activation, usual class: activators | P07550 | beta-arrestin recruitment to beta2AR, cell-based reporter;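 note: potency is the fitted concentration of half-maximal effect; 0% = DMSO controls and full agonism = EC100 isoproterenol or metaproterenol; nearly all actives have a fitted effect of over 65% in size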
Target sequence (P07550 whole entry, looked up): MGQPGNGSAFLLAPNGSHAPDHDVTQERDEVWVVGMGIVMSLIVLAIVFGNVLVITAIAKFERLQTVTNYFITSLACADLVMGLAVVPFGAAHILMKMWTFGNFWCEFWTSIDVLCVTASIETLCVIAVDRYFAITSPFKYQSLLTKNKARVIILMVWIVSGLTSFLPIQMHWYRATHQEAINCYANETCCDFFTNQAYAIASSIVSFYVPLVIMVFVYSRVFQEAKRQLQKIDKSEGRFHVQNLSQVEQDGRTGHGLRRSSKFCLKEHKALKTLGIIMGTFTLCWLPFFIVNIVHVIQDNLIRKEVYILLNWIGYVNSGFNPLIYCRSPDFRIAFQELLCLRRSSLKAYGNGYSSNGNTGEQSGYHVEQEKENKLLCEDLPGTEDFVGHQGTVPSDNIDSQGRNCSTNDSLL
USP2a block: USP2a (human) protease inhibition; hit rate 0.01% among 330,000; AID 463254; Potency, µM (top dose mostly 38.3 µM), for inactives: top-dose activity change, negative = inhibition, hits mostly inhibitors; O75604; USP2 core, Ub-CHOP2 coupled fluorogenic reporter, 485/531;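 note: potency is the fitted concentration of half-maximal effect; plate controls were DMSO wells for no effect and full inhibition by NEM control for full effect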
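Cell-free coupled assay: 10nM USP2 core preincubated 30min RT with compound in Tris-HCl pH 8.0/CaCl2/CHAPS buffer, then 25nM Ub-CHOP2 and 25nM reporter substrate; fluorescence (Ex 485/Em 531) read after 60min RT, normalized to NEM inhibition, concentration-response curves fitted.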
KCNH2 3.1 inh: blocks the human KCNH2 3.1 channel isoform. activity change, % (tested at about 1.8 µM). hit rate 0.95% among 340,000. U2OS KCNH2 3.1, thallium flux FluxOr; stronger effect = lower value. AID 720553;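 active = maximum activity change below -70%; inconclusive = maximum activity change from -70% to -50%; inactive = maximum activity change above -50%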;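 note: thallium influx rate constant from kinetic fluorescence after stimulation buffer; % is set by controls: 0 for no effect and ±100 for the full control effect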
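Measured as rate of thallium-driven FluxOr signal in transduced U2OS cells carrying the 3.1 channel, read kinetically for 2 min upon stimulation; values are rate constants scaled to DMSO control wells.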
Giardia killer: kills Giardia lamblia | activity change, % at 7.66 µM, hits read low | AID 540267 | Giardia lamblia trophozoite viability | hit rate 0.15% among 340,000; in the data active = activity change below about -80%; inconclusive = between about -30% and that limit;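 note: parasites exposed to compound for two days anaerobically before the ATP read; % is set by controls: 0 for no effect and ±100 for the full control effect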
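Giardia trophozoites, 100 cells per well, were exposed to compounds for 48 hrs at 37 deg C under anaerobic conditions; viability was then read as ATP content by bioluminescence after 15-30 min at room temperature.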
The depositor's hits bear a star; ? = inconclusive; . = not tested or not shown; [ ] = remark or other dose. Unless noted, calls come from the whole dose curve; as a rule, active = well fitted curve in the direction sought with a large enough effect; inconclusive = small, poorly fitted or top-dose-only effect, or another doubt; inactive = no such curve, though single readings can be large; an effect the other way counts as inactive or inconclusive.

The opening 8 compounds (preview)
Values run as follows: TRPV1 ag	MLL CXXC-DNA inh	Menin MLL FP TR	GALK inhibitor	FBPA coupling cs	KCNH2 WT inh	PKM2 act	B2AR arrestin	USP2a block	KCNH2 3.1 inh	Giardia killer
- Cc1ccc(C2=[N+]([O-])C(C)(C)N(O)C2(C)C)cc1
  2	13%	-3%	5%	2	-3	-10%	-1.0%	5%	6	-14
- O=C(N/N=C\c1c(O)ccc2ccccc12)c1ccc(Cn2cccn2)o1
  ?	-1%	-15%	.	1	-9	4%	-2.0%	5%	15	-6
- CCCCc1ccc(NC(=O)CSc2nc(=O)n(CCN3CCOCC3)c3c2CCC3)cc1
  0	.	.	.	.	6	.	-0.3%	-1%	-1	-8
- Cc1ccc(NS(=O)(=O)c2ccc3c(c2)oc(=O)n3C)cc1
  2	18%	-2%	3%	-1	-4	22%	-0.1%	0%	-1	21
- CC1=Nc2ccc(C)cc2/C1=C/c1c(N)n2nc(CC(=O)N3CCOCC3)sc2nc1=O
  -2	38%[activator]	.	-3%	.	15	.	0.3%	6%	-8	-13
- O=C(O)c1cccc(S(=O)(=O)Nc2ccc(O)c(Sc3nc4ccccc4s3)c2)c1
  2	-7%	38%[activator]	4%	12	0	0%	-0.5%	-1%	22	11
- COc1ccc(OC)c(CC(NC(C)=O)C(=O)NC2CCN(c3nnnn3-c3ccccc3)CC2)c1 (stereo not given)
  0	-16%	.	-1%	-1	-2	0%	0.3%	2%	-2	-3
- C=CCn1c(CSCc2ccc(Cl)cc2Cl)nnc1SCC(=O)Nc1ccc(C(=O)O)cc1
  0	-15%	.	4%	5	3	-4%	0.4%	-1%	4	0

This part in full, previewed entries included:
Values run as follows: TRPV1 ag	MLL CXXC-DNA inh	Menin MLL FP TR	GALK inhibitor	FBPA coupling cs	KCNH2 WT inh	PKM2 act	B2AR arrestin	USP2a block	KCNH2 3.1 inh	Giardia killer
- Cc1ccc(C2=[N+]([O-])C(C)(C)N(O)C2(C)C)cc1
  2	13%	-3%	5%	2	-3	-10%	-1.0%	5%	6	-14
- O=C(N/N=C\c1c(O)ccc2ccccc12)c1ccc(Cn2cccn2)o1
  ?	-1%	-15%	.	1	-9	4%	-2.0%	5%	15	-6
- CCCCc1ccc(NC(=O)CSc2nc(=O)n(CCN3CCOCC3)c3c2CCC3)cc1
  0	.	.	.	.	6	.	-0.3%	-1%	-1	-8
- Cc1ccc(NS(=O)(=O)c2ccc3c(c2)oc(=O)n3C)cc1
  2	18%	-2%	3%	-1	-4	22%	-0.1%	0%	-1	21
- CC1=Nc2ccc(C)cc2/C1=C/c1c(N)n2nc(CC(=O)N3CCOCC3)sc2nc1=O
  -2	38%[activator]	.	-3%	.	15	.	0.3%	6%	-8	-13
- O=C(O)c1cccc(S(=O)(=O)Nc2ccc(O)c(Sc3nc4ccccc4s3)c2)c1
  2	-7%	38%[activator]	4%	12	0	0%	-0.5%	-1%	22	11
- COc1ccc(OC)c(CC(NC(C)=O)C(=O)NC2CCN(c3nnnn3-c3ccccc3)CC2)c1 (stereo not given)
  0	-16%	.	-1%	-1	-2	0%	0.3%	2%	-2	-3
- C=CCn1c(CSCc2ccc(Cl)cc2Cl)nnc1SCC(=O)Nc1ccc(C(=O)O)cc1
  0	-15%	.	4%	5	3	-4%	0.4%	-1%	4	0
- O=C(NCCCN1CCCC1=O)C(=O)NCC1OCCN1S(=O)(=O)c1ccc(Cl)cc1 (stereo not given)
  2	12%	.	3%	.	5	0%	-0.1%	2%	2	13
- O=C(Nn1cnnc1)c1csc2ccccc12
  0	-4%	11%	0%	3	10	-3%	-0.3%	-1%	-3	10
- Cc1ccccc1OCCn1cc(C(=O)O)c2ccccc21
  1	-12%	2%	0%	7	1	-2%	-0.1%	5%	-2	-3
- O=C(O)COc1cccc(NC(=O)c2ccccc2)c1
  -4	0%	15%	8%	6	-4	-10%	-0.5%	-1%	-10	12
- COc1ccc(CCNC2=CC(=O)N(c3ccc(F)cc3)C2=O)cc1
  2	-1%	2%	1%	4	-1	7%	0.1%	2%	3	-15
- CCOC(=O)C1CCN(Cc2ccc(F)cc2)CC1
  1	-12%	1%	3%	2	-5	1%	-0.8%	0%	14	2
- CC(=O)OC(C(=O)NC1CCCCC1)c1ccccc1 (stereo not given)
  6	3%	6%	6%	-2	-6	-5%	-0.1%	0%	-18	-10
- O=C(CCN1C(=O)/C(=C/c2ccc(Cl)cc2)SC1=S)NC1C=CS(=O)(=O)C1 (stereo not given)
  3	0%	22%	9%	3	15	.	0.2%	2%	3	1
- O=C(N[C@@H]1c2ccccc2CC[C@@H]1OCc1ccccc1)c1ccc(-c2ccccc2)cc1
  .	.	.	.	.	-2	.	-0.5%	-1%	-14	-24
- N/C(=N\OC(=O)Cc1ccc([N+](=O)[O-])cc1)c1cccc(Br)c1
  5	-12%	?	2%	-3	0	-5%	0.5%	0%	-10	11
- O=C(Nc1ccccc1)c1ccccc1CCc1ccccc1
  ?	7%	19%	-1%	-4	9	-10%	-1.8%	-1%	-1	-2
- COC(=O)c1ccc(CSc2nnc(NC(=O)C3CCCO3)s2)cc1 (stereo not given)
  -5	1%	.	0%	9	3	-1%	0.3%	2%	1	18
- CCCCCCc1nnc(NC(=O)c2ccco2)s1
  11	-5%	0%	-3%	5	-8	7%	0.1%	-2%	4	1
- C/C(=C\C(=O)c1ccccc1)Nc1ccc(N2CCOCC2)cc1
  0	-6%	4%	2%	2	-2	10%	0.3%	3%	4	-4
- Cc1ccc(OC(C)C(=O)Nc2ccccc2C(=O)N2CCOCC2)cc1 (stereo not given)
  2	10%	.	-2%	.	-4	-3%	0.0%	-1%	.	9
- O=C1CCC(=O)N1CCC(c1ccc(F)cc1)c1ccco1 (stereo not given)
  3	12%	-15%	-4%	1	-1	14%	0.1%	1%	1	0
- C(=N\Nc1nc2ccccc2[nH]1)/c1ccc2c(c1)OCO2
  7	5%	?	-1%	-1	-2	-2%	-0.1%	1%	-18	15
- COc1ccc(NC(=O)c2ccc(COc3ccccc3)o2)c(OC)c1
  9	-2%	0%	-3%	-1	17	5%[11.5 µM]	-0.2%	-8%	-1	-20
- O=C(c1cnn(-c2ccccc2)c1)c1cc(Br)ccc1O
  4	.	.	.	.	0	.	0.2%	-1%	-23	-13
- Cc1onc(-c2c(F)cccc2Cl)c1C(O)c1ccc(F)cc1 (stereo not given)
  -4	0%	.	2%	1	-4	-3%	-0.4%	-1%	-3	-26
- O=[N+]([O-])c1cc(CN2CCN(c3ccccc3)CC2)c(O)c2ncccc12
  1	5%	9%	-1%	-8	-9	2%	-0.5%	-7%	-1	5
- CCOc1ccc(C(=O)NC2=NCCS2)cc1
  12	4%	0%	0%	1	.	5%	-0.5%	0%	.	.
- CCN(CC(=O)Nc1ccc(NC(C)=O)cc1)C(=O)C12CC3CC(CC(Cl)(C3)C1)C2
  1	-4%	-3%	-2%	0	15	-1%	-0.5%	-1%	7	-24
- CCOC(=O)C(NC(C)=O)C(=O)Nc1ccc(C(C)(C)C)cc1 (stereo not given)
  2	-1%	-18%	1%	2	0	-1%	-0.2%	-5%	30	-3
- Clc1nc(Nc2ccc(N3CCOCC3)cc2)c2ccccc2n1
  4	5%	?	-1%	-8	1	5%	-0.3%	6%	1	-11
- CCOc1cc(N2CCOCC2)c(OCC)cc1NC(=O)COC(=O)CCOc1ccc(C)cc1
  -3	.	.	.	.	4	.	-0.4%	-1%	-5	5
- CCc1ccc(CN(C)C(=O)c2cc(COc3cc(C)c(Cl)c(C)c3)on2)nc1
  25	28%	.	-6%	.	3	.	-0.2%	1%	-2	2
- CC(C)c1ccc(NC(=O)CSc2ncccc2C(=O)Oc2cccc([N+](=O)[O-])c2)cc1
  -7	14%	?	2%	0	7	-5%	-0.9%	-5%	2	-27

High-throughput results deposited in PubChem BioAssay by National Center for Advancing Translational Sciences (NCATS).

The list is partial; count on the stated rates, not on these rows.
